Assay outcomes: PubChem, Small Molecule Screening Facility, UW Madison
PriA SSB inh: inhibitors of Klebsiella pneumoniae PriA binding to SSB C-terminal tail, primary screen, biochemical, AlphaScreen; PriA–SSB C-terminal tail interaction (Klebsiella pneumoniae); AlphaScreen SSBct-PriA binding, biotinylated peptide; inhibition, % at 33 µM; hit rate 0.6% among 430,000; in the data active = inhibition mostly above about 37%, no sharp cut-off; inactive = mostly below about 20%;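 also: plate controls were negative control peptide for no effect and reference peptide for full effect; strong numbers were not always called active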
Starred values were filed as active, the others as inactive; & = joins results of further samples.

For COC(=O)C1CC(Oc2ccccc2F)CN1C(=O)NC(C)(C)C (stereo unspecified) the results were PriA SSB inh 1.0.
For Fc1cccc(C=NNc2ncnc3nc[nH]c23)c1 the results were PriA SSB inh -10.9.
For CC(=O)N(C)Cc1nc2ccccc2n1CC(=O)N(C)c1ccccc1 the results were PriA SSB inh -9.0.
For COc1cc(NC(=O)CCc2ccc(S(C)(=O)=O)cc2)ccc1N1CCCC1=O the results were PriA SSB inh 1.0.
`Cc1cc(C)n(-c2nc(CCNC(=O)Cc3c(C)noc3C)cs2)n1` gave PriA SSB inh 3.0.
Screening Cn1nnc2c(N3CCN(Cc4ccc5c(c4)OCO5)CC3)ncnc21 returned PriA SSB inh 11.0.
`O=C(NN=Cc1c(O)n(Cc2ccccc2)c(=O)c2ccccc12)c1cccnc1` gave PriA SSB inh -9.3.
O=C(NCc1ccc(Cl)cc1)NCC1CCN(c2ncccn2)CC1 was read as PriA SSB inh -21.0.
`Cc1ccc2nc(N=C(N)NC(=O)NC3CCCCC3)nc(C)c2c1` gave PriA SSB inh -10.3.
For COc1ccc(OC)c(C=NNC(=O)c2ccc(N(C)S(=O)(=O)c3ccccc3)cc2)c1 the results were PriA SSB inh 5.0.
`O=S(=O)(CN=C(NC(=S)Nc1ccccc1)c1ccccc1)c1ccc2ccccc2c1` gave PriA SSB inh -9.0.
For NC(=O)C1CCN(C(=O)Cc2csc(Nc3ccc(OC(F)(F)F)cc3)n2)CC1 the results were PriA SSB inh -14.0.
`O=C(c1ccc([N+](=O)[O-])o1)N1N=C(c2cccs2)CC1c1ccccc1O` (stereo unspecified) gave PriA SSB inh 38.0.
N#Cc1ccc(COCC2CCN(CC(=O)N3CCOCC3)CC2)cc1 was read as PriA SSB inh -14.0.
`CCn1ccnc1N1CCN(C(=O)COc2ccc(Cl)cc2Cl)CC1` gave PriA SSB inh 6.0.
Screening COc1ccc(S(=O)(=O)Nc2nc(CCC(=O)NCc3ccco3)cs2)cc1 returned PriA SSB inh 7.0&14.0.
`COC(CNC(=O)C1COc2ccccc2O1)c1ccc(Cl)s1` (stereo unspecified) gave PriA SSB inh -13.0.
Screening O=C(COc1ccc2ccccc2c1)NCC1COC2(CCCC2)O1 (stereo unspecified) returned PriA SSB inh -10.0.
Screening O=C(NCC1CCN(C(=O)Oc2ccccc2)CC1)c1ccncc1 returned PriA SSB inh -19.0.
For COc1ccc(NC(=S)NN=C2CC(C)(C)Oc3ccc(OC)cc32)cc1 the results were PriA SSB inh 15.7.
For O=C(Nc1ccccc1Cl)NC1CCS(=O)(=O)C1 (stereo unspecified) the results were PriA SSB inh -3.0.
Screening CCn1ccc(C(=O)Nc2nc(-c3ccccc3)c(C(=O)c3ccccc3)s2)n1 returned PriA SSB inh 8.0&12.0.
COc1cccc2cc(C(=O)NC[C@H](O)c3ccc(SC)cc3)oc12 was read as PriA SSB inh 5.0.
Screening O=C(NCCCc1ccccc1)NCC1CCN(C(=O)c2cccnc2)CC1 returned PriA SSB inh -21.0.
Screening COc1ccc(Nc2cc(C)nc(N3CCN(C(=O)CCCc4ccccc4)CC3)n2)cc1 returned PriA SSB inh -6.0.
For COc1ccc(-c2nn(-c3ccccc3)cc2/C=C2\SC(N3CCOCC3)=NC2=O)cc1C the results were PriA SSB inh 3.0.
For O=S(=O)(Cc1ccccc1)NCC1CCCN1c1nccs1 (stereo unspecified) the results were PriA SSB inh 0.0.
C/C(C=NNC(=O)c1cccc([N+](=O)[O-])c1)=C\c1ccccc1 was read as PriA SSB inh -23.9.
Screening Cc1ccc(C=NNC(=S)N2CCOCC2)cc1 returned PriA SSB inh 12.9.
`COc1ccccc1C(=O)N1CCC(Cn2ccnc2)CC1` gave PriA SSB inh -5.0.
`O=c1c(SCc2ccc([N+](=O)[O-])cc2)nccn1-c1ccc(Br)cc1` gave PriA SSB inh 9.0.
Cn1c(=O)c2c(=O)[nH]c(-c3ccco3)nc2n(C)c1=O was read as PriA SSB inh -22.0.
`Cn1c(=O)oc2ccc(S(=O)(=O)Nc3ccn4nccc4c3)cc21` gave PriA SSB inh 2.0.
COc1ccc(C)cc1NC(=O)CSc1nnc(-c2ccncc2)o1 was read as PriA SSB inh -17.0.
Cc1cccc(-c2nnc(NC(=O)c3ccco3)o2)n1 was read as PriA SSB inh 2.0.
Screening CC(C)N(C(=O)CON=Cc1cccc([N+](=O)[O-])c1)C(C)C returned PriA SSB inh -1.4.
For O=C(CCc1cccc(Cl)c1)N1CC(n2ccnn2)C1 the results were PriA SSB inh -16.0.
Cc1ccc(S(=O)(=O)N(C)CCCC(=O)O)cc1 was read as PriA SSB inh -4.0.
`CCOc1cc(C=NNC(=O)CNc2ccc(C)cc2)ccc1OC(=O)c1ccccc1` gave PriA SSB inh 0.5.
O=C(NN=Cc1coc2ccccc2c1=O)c1cc(O)cc(O)c1 was read as PriA SSB inh 0.6.
`O=C(NCc1ccc(Cl)cc1)N1CCC(n2ccnn2)CC1` gave PriA SSB inh -17.0.
`COCCCn1c(=O)c2ccccc2n(Cc2nc(-c3cccc(C(F)(F)F)c3)no2)c1=O` gave PriA SSB inh 0.0.
Screening NC(=O)N/N=C/C=C/C=C/c1ccc(F)cc1 returned PriA SSB inh inactive.
Screening COc1ccccc1NC(=O)CSc1nc2c(cnn2-c2cccc(Cl)c2)c(=O)[nH]1 returned PriA SSB inh -2.0.
Screening O=C1CSC(=S)N1N=Cc1ccc(C(F)(F)F)cc1 returned PriA SSB inh 14.9.
`Cc1sc2[nH]c(=O)n(-c3ccc(C(=O)NCCc4cccs4)cc3)c(=O)c2c1C` gave PriA SSB inh -9.0.
For Cc1nc(SC(C)c2ccccc2)[nH]c(=O)c1CC(=O)O (stereo unspecified) the results were PriA SSB inh 20.0.
Screening O=[N+]([O-])c1ccc(O)c(C=Nn2c(-c3ccccc3)n[nH]c2=S)c1 returned PriA SSB inh -10.7.
For CCOc1ccc(S(=O)(=O)Nc2ccc3c(c2)CN(C(=O)C2CC2)CC3)cc1F the results were PriA SSB inh 3.0.
O=C(CSc1nnc(CNC(=O)c2c(F)cccc2Cl)o1)Nc1ccccc1C(F)(F)F was read as PriA SSB inh -9.0.
Screening Cc1ccc(C)c(C(O)=C2C(=O)C(=O)N(CCN(C)C)[C@@H]2c2ccccc2F)c1 returned PriA SSB inh -23.0.
For O=C(O)CC12CC3CC(C1)CC(c1ccccc1)(C3)C2 the results were PriA SSB inh -26.0.
For COc1cccc(CNC(=O)Cc2cc(=O)[nH]c(SCc3ccccc3F)n2)c1 the results were PriA SSB inh 0.0.
CCc1nnc2ccc(N3CCN(S(=O)(=O)c4ccc(C)s4)CC3)nn12 was read as PriA SSB inh -5.0.
`Cc1cc(C(=O)NCC#CCOc2ccc3c(c2)OCO3)c(C)o1` gave PriA SSB inh 13.0.
O=C(C1CCCC1)N1CCc2ccc(NS(=O)(=O)c3ccc(Cl)s3)cc21 was read as PriA SSB inh 7.0.
`CC(C)(C)C(=O)NCCn1ccc(-c2ccncc2)n1` gave PriA SSB inh -13.0.
C[C@H]1CCc2c(sc(NC(=O)CN3C(=O)c4ccccc4C3=O)c2C#N)C1 was read as PriA SSB inh -7.0.
Screening CC[C@@](CNC(=O)OC)(OC)c1ccccc1 returned PriA SSB inh -4.0.
`COc1cccc(C=NNC(=O)c2cc3c(OC)cccc3[nH]2)c1OC` gave PriA SSB inh 6.6.
CNC(=S)NN=Cc1ccc(N(C)C)cc1 was read as PriA SSB inh -0.9.
For Cc1cc2c(c(=O)[nH]1)C1(C(=O)Nc3ccccc31)C(C#N)=C(N)O2 (stereo unspecified) the results were PriA SSB inh -7.0.
For O=C(NCCCS(=O)(=O)N1CCN(c2ccccn2)CC1)c1ccc(F)cc1F the results were PriA SSB inh -6.0.
Screening CC(C)CC(=O)NC(=S)Nc1ccc(S(N)(=O)=O)cc1 returned PriA SSB inh 0.0.
Screening C=CCn1c(=NC(=O)COc2ccccc2)sc2cccc(OC)c21 returned PriA SSB inh -9.0.
Cc1ccc(-c2nnc(NC(=O)c3ccc([N+](=O)[O-])s3)o2)cc1C was read as PriA SSB inh -14.0.
For CCCNC(=O)CCCCn1c(=O)c2ccccc2n(CC(=O)N2CCOc3ccc(C)cc32)c1=O the results were PriA SSB inh -7.0&10.0.
Screening O=S(=O)(c1ccccc1C(F)(F)F)N1CCN(c2cc(C3CC3)ncn2)CC1 returned PriA SSB inh -4.0.
For O=C(Cc1ccsc1)NCC(O)c1cccs1 (stereo unspecified) the results were PriA SSB inh -33.0.
O=C(Nc1ccc(-c2csc(Nc3cccnc3)n2)cc1)c1cc(-c2ccco2)on1 was read as PriA SSB inh -15.0.
For CC(C)n1cnc(S(=O)(=O)N2CCCC[C@H](c3ccc(Cl)cc3)C2)c1 the results were PriA SSB inh -3.0.
For Cc1ccc(=O)n(CC(=O)NC(c2ccccc2)c2ccccc2)n1 the results were PriA SSB inh -15.0.
Cc1noc(-c2ccc(N3CC[C@H](NC(=O)c4ccsc4)C3)nc2)n1 was read as PriA SSB inh -19.0.
COc1ccccc1OCC(=O)Nc1nc(CSC)cs1 was read as PriA SSB inh -8.0.
`CCOc1nc(C)c(NC(=O)COc2ccc(-n3cccn3)nn2)c(C)n1` gave PriA SSB inh 7.0.
Screening CN(C)CCN(C(=O)c1cccc2ccccc12)C1CCOCC1 returned PriA SSB inh -5.0.
Cc1ccc(S(=O)(=O)N2CCN(c3ccc(-c4cccs4)nn3)CC2)s1 was read as PriA SSB inh -1.0&1.0.
Cc1ccc(-c2ccc(=O)n(CCCNC(=O)Nc3ccc4c(c3)OCCO4)n2)cc1 was read as PriA SSB inh -9.0.
`O=C(c1ccccc1)c1ccc2[nH]c(=O)[nH]c2c1` gave PriA SSB inh 7.0.
`COC(=O)c1c(NC(=O)CCCOc2ccc(C(C)(C)C)cc2)sc2c1CCC2` gave PriA SSB inh 4.0.
`COc1ccc(C2SCCN2C(=O)Cc2c(C)noc2C)cc1` (stereo unspecified) gave PriA SSB inh -1.0.
For COc1ccc(C=NNC(=O)c2ccccc2OC)cc1COc1c(F)c(F)c(F)c(F)c1F the results were PriA SSB inh 3.3.
Screening Cc1cccc(OCc2nnc(-c3ccccc3Cl)o2)c1 returned PriA SSB inh -22.0.
CN(C)c1ccc(/C=N/NC(=O)c2cccc3cc[nH]c23)cc1 was read as PriA SSB inh inactive.
O=S(=O)(c1ccc2c(c1)OCCO2)N1CCN(c2ccc3nncn3n2)CC1 was read as PriA SSB inh 0.0&3.0.
`COC(CNC(=O)CSC1CCCC1)c1ccc(Cl)s1` (stereo unspecified) gave PriA SSB inh -9.0.
Screening Cc1cc(C)cc(-n2ccnc2SCC(=O)Nc2ccc(F)cc2F)c1 returned PriA SSB inh 47.0*.
CC(=O)Nc1cccc(C2=Nc3ccccc3SC(c3ccc(Br)cc3)C2)c1 (stereo unspecified) was read as PriA SSB inh 8.0.
For CCn1nc(C)cc1C(=O)N1CCc2cc(OC)ccc2C1 the results were PriA SSB inh -16.0.
`Cc1ccccc1C(=O)N1CCOCC1CO` (stereo unspecified) gave PriA SSB inh 23.0.
COc1ccc(Cl)c2sc(N(CCCN(C)C)C(=O)c3ccno3)nc12 was read as PriA SSB inh 4.0.
Screening Cc1noc(C)c1CCC(=O)OC1CN(c2nc3c(C(F)(F)F)cccc3s2)C1 returned PriA SSB inh -3.0.
For c1cc(-c2ccc(SCCN3CCCCC3)nn2)ccn1 the results were PriA SSB inh -3.0.
COc1ccc(N2N=C(C(C)=O)S[C@@]23c2ccccc2C(c2ccc(Cl)cc2)=NN3c2ccccc2)cc1 was read as PriA SSB inh -19.0.
Screening O=C(c1ccc(C(F)(F)F)nc1)N1CCSC(c2ccccc2Cl)CC1 (stereo unspecified) returned PriA SSB inh -6.0.
For Cc1ccc(-n2ccn(Cc3cccc(Cl)c3)c(=O)c2=O)cc1C the results were PriA SSB inh -6.0.
For COC(=O)c1ccccc1NC(=O)CN1CCCN(Cc2ccccc2Cl)S1(=O)=O the results were PriA SSB inh -7.0.
`CCOc1ccc(-n2c(O)c(C=Nc3ccnn3Cc3ccncc3)c3ccccc3c2=O)cc1` gave PriA SSB inh 0.4.
`CC12CCC(C(=O)Nc3ccc4c(c3)OCCO4)(CC1=O)C2(C)C` (stereo unspecified) gave PriA SSB inh -14.0.
`COc1ccccc1-n1ccn(CC(=O)N2CCCc3ccccc32)c(=O)c1=O` gave PriA SSB inh -12.0.
For Cc1nnc(-c2cc3ccccc3n2CC(=O)Nc2ccc(OC(F)(F)F)cc2)o1 the results were PriA SSB inh -21.0.
For O=C(NNC(=O)c1ccc(=O)n(Cc2ccc(Cl)cc2)c1)c1ccc(F)c(F)c1 the results were PriA SSB inh 2.0.
Screening COc1ccccc1CNC(=O)C(=O)NCC1CCN(C)CC1 returned PriA SSB inh -10.0.

Entries shown so far that have an NH in an aromatic ring (11):
For Fc1cccc(C=NNc2ncnc3nc[nH]c23)c1 the results were PriA SSB inh -10.9.
Cn1c(=O)c2c(=O)[nH]c(-c3ccco3)nc2n(C)c1=O was read as PriA SSB inh -22.0.
Screening COc1ccccc1NC(=O)CSc1nc2c(cnn2-c2cccc(Cl)c2)c(=O)[nH]1 returned PriA SSB inh -2.0.
`Cc1sc2[nH]c(=O)n(-c3ccc(C(=O)NCCc4cccs4)cc3)c(=O)c2c1C` gave PriA SSB inh -9.0.
For Cc1nc(SC(C)c2ccccc2)[nH]c(=O)c1CC(=O)O (stereo unspecified) the results were PriA SSB inh 20.0.
Screening O=[N+]([O-])c1ccc(O)c(C=Nn2c(-c3ccccc3)n[nH]c2=S)c1 returned PriA SSB inh -10.7.
For COc1cccc(CNC(=O)Cc2cc(=O)[nH]c(SCc3ccccc3F)n2)c1 the results were PriA SSB inh 0.0.
`COc1cccc(C=NNC(=O)c2cc3c(OC)cccc3[nH]2)c1OC` gave PriA SSB inh 6.6.
For Cc1cc2c(c(=O)[nH]1)C1(C(=O)Nc3ccccc31)C(C#N)=C(N)O2 (stereo unspecified) the results were PriA SSB inh -7.0.
`O=C(c1ccccc1)c1ccc2[nH]c(=O)[nH]c2c1` gave PriA SSB inh 7.0.
CN(C)c1ccc(/C=N/NC(=O)c2cccc3cc[nH]c23)cc1 was read as PriA SSB inh inactive.

An excerpt. The share of hits here may be higher or lower than overall.
